# VHR inh color – VHR1 phosphatase inhibitors, primary screen, biochemical, colorimetric, HTS. inhibition, % at 20 µM. recombinant VHR phosphatase, colorimetric substrate read-out. Dual specificity protein phosphatase 3 (Homo sapiens), P51452. hit rate 0.7% among 50,000; in the data active = inhibition above about 60%; note: some results filed as inactive read as strong as hits
# Target sequence (P51452 whole entry, looked up): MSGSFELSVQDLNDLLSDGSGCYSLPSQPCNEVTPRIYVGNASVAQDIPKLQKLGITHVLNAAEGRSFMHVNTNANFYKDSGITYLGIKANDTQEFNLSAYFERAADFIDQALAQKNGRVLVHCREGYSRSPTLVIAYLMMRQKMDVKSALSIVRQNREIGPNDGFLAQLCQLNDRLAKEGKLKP
# Starred values were filed as active, the others as inactive.
mol	VHR inh color
Cc1ccc(C(=O)O)cc1NC(=O)C1C2CCC(C2)C1C(=O)O (stereo not drawn)	-8
CC1S/C(=N/N=C/c2cccs2)NC1=O (stereo not drawn)	-21
Cc1ccc(CN2CCN(N=Cc3ccc(Br)s3)CC2)c(C)c1	-11
Cc1ccc(C(C)C)c(OCC(=O)NNC(=O)/C=C/c2ccc3c(c2)OCO3)c1	-27
CCSc1nnc2n(-c3ccc(OC)cc3)c(=O)c3c4c(sc3n12)CCCC4	-4
O=C(Nc1scc(-c2ccccc2)c1C(=O)O)c1ccccc1F	-12
Cc1[nH]n(-c2ccccc2)c(=O)c1C=Nc1ccc(Cl)cc1Cl	-34
COc1ccc(/C=C2/C(=O)N(c3cccc(Br)c3)N=C2C)c(OC)c1	4
Cc1c(Cl)cccc1NC(=O)C(=O)NCCC(C)C	-25
CN(C)c1cccc2c(C(NS(=O)(=O)c3ccccc3)C(Cl)(Cl)Cl)ccc(N(C)C)c12 (stereo not drawn)	-5
O=C(Nc1ccc(S(=O)(=O)N2CCCCCC2)cc1)c1ccc(-c2ccccc2)cc1	3
CCN1C(=O)/C(=C\c2ccc(OCc3ccccc3Cl)cc2)SC1=S	0
COc1cc(CN2CCN(S(=O)(=O)c3ccc(Cl)cc3)CC2)cc(OC)c1OC	-6
COc1ccc(NC(=O)Nc2nnc(CCc3ccccc3)s2)cc1	-13
O=C(NCCc1ccc(F)cc1)C(=O)NC1CCCCC1	-2
Cc1cccc(C(C)C)c1NC(=O)c1cc2ccccc2oc1=O	12

# Of the compounds above, 8 have a carbonyl joined to an NH by a bond outside any ring.
mol	VHR inh color
Cc1ccc(C(=O)O)cc1NC(=O)C1C2CCC(C2)C1C(=O)O (stereo not drawn)	-8
Cc1ccc(C(C)C)c(OCC(=O)NNC(=O)/C=C/c2ccc3c(c2)OCO3)c1	-27
O=C(Nc1scc(-c2ccccc2)c1C(=O)O)c1ccccc1F	-12
Cc1c(Cl)cccc1NC(=O)C(=O)NCCC(C)C	-25
O=C(Nc1ccc(S(=O)(=O)N2CCCCCC2)cc1)c1ccc(-c2ccccc2)cc1	3
COc1ccc(NC(=O)Nc2nnc(CCc3ccccc3)s2)cc1	-13
O=C(NCCc1ccc(F)cc1)C(=O)NC1CCCCC1	-2
Cc1cccc(C(C)C)c1NC(=O)c1cc2ccccc2oc1=O	12

# Other results:
mol	VHR inh color
COC(=O)C1=C(C)NC2=C(C(=O)CCC2)C1c1ccc(OCc2ccc(Cl)cc2)c([N+](=O)[O-])c1 (stereo not drawn)	6
O=C(Nc1ccccc1)c1ccccc1C(=O)OCCCCCc1cccs1	0
COc1ccc(NC(=O)c2ccc(OC(C)=O)cc2)cc1O	20
COc1nc(Nc2ccc(C(C)=O)cc2)nc(OC)n1	-33
Cc1c(N2C(=O)S/C(=C\c3ccc([N+](=O)[O-])cc3)C2=O)c(=O)n(-c2ccccc2)n1C	-5
O=C(/C=C/c1ccccc1)C1=C(O)C(=O)N(c2ccccc2)C1c1cccc([N+](=O)[O-])c1 (stereo not drawn)	-6
Cc1nc2cc(Cl)ccc2n1CCO	-6
O=C(/C=C/Nc1cccc(O)c1)c1ccc(Cl)cc1	9
CC(=O)N(C1=C(N2CCCCC2)C(=O)c2ccccc2C1=O)c1ccc(Br)cc1	-21
CC(C)c1cccc(C(C)C)c1NC(=O)c1ccc(C(=O)C(=O)c2ccccc2)cc1	8
Cc1ccnc(NC(=O)COc2ccc(C)c(C)c2)c1	-15
O=C(c1ccccc1)c1cc(Cl)ccc1NC(=O)c1nc[nH]c1C(=O)N1CCCCC1	4
Cc1ccc(S(=O)(=O)NCc2ccco2)cc1[N+](=O)[O-]	-9
CN1C(=O)/C(=C2\SC(=S)N(C(Cc3ccccc3)C(=O)O)C2=O)c2ccccc21 (stereo not drawn)	-1
COC(=O)CN(c1ccccc1F)S(=O)(=O)c1ccccc1	-8
CCCC(=O)Nc1ccc2nn(-c3ccc(OCC)cc3)nc2c1	-2
COc1ccc(C2=NN(C(=O)CCC(=O)O)C(c3ccc([N+](=O)[O-])cc3)C2)cc1 (stereo not drawn)	-5
N#Cc1c(NC(=O)c2ccc(C(=O)O)cc2C(=O)O)sc2c1CCCC2	-19
CCc1cccc(C)c1NC(=O)COc1cccc(Cl)c1	-6
COC(=O)c1cc(C(=O)Nc2ccccc2OC)cc([N+](=O)[O-])c1	-36
CC(=O)c1ccc(NC(=O)c2cc3nc(-c4ccc(Br)cc4)cc(C(F)(F)F)n3n2)cc1	-20
C=CCNC(=O)c1ccc(-c2cccc(Cl)c2)o1	-2
Cc1ccc2c(Cl)c(C(=O)NCc3ccco3)sc2c1	-4
CCOc1ccc2nc(SC/C=C/c3ccccc3)sc2c1	-16
COc1ccc(C2NCCc3c2[nH]c2ccccc32)cc1 (stereo not drawn)	5
CCOC(=O)C1=C(C)NC2=C(C(=O)CC(c3ccccc3)C2)C1c1ccc(Cl)cc1 (stereo not drawn)	-7
COc1ccc(-c2c3c(c(-c4ccccc4)n2-c2ccc(S(N)(=O)=O)cc2)C(=O)c2ccccc2C3=O)cc1	-38
CCC1(Cc2ccccc2)C(=O)NC(=O)NC1=O	0
O=[N+]([O-])c1ccc(NCCNS(=O)(=O)c2ccccc2)cc1	-11
O=C(CSc1nnnn1-c1ccccc1)Nc1cccc(C(F)(F)F)c1	-41
CC1CN(C(=O)C(C)N2C(=O)c3ccccc3C2=O)CC(C)O1 (stereo not drawn)	-16
O=C(Nc1cccc(Cl)c1Cl)c1cnccn1	-10
COCCOC(=O)C1=C(C)NC(C)=C(C(=O)OCCOC)C1c1cn(-c2ccccc2)nc1-c1ccc(F)cc1	-19
CC1(C)CC(=O)C2=C(C1)Nc1ccccc1N(C(=O)c1ccccc1)C2c1ccc([N+](=O)[O-])o1 (stereo not drawn)	-28
Cc1ccc(C)c(N=C(NO)C(=Nc2cc(C)ccc2C)NO)c1	-8
O=C(Cc1c2ccccc2nc2ccccc12)c1ccccc1	-3
CCCC(=O)Oc1cc2c(C(=O)OCC)c(C)n(C)c2c2ccccc12	-11
CC(C)(C)c1csc(N/N=C/c2cccnc2)n1	-3
CC(=O)c1cc(CN2C(=O)c3ccccc3C2=O)cs1	-2
Cc1cc(O)c(C(=O)c2ccccc2C(=O)O)cc1C	2

# The list continues.
compound,VHR inh color
O=C1N=C(N2CCCCC2)S/C1=C\c1cccc(O)c1,3
O=C1C2ON(c3ccc(Cl)cc3)C(c3cccs3)C2C(=O)N1Cc1ccccc1 (stereo not drawn),8
O=[N+]([O-])c1ccc2nc(Sc3ccccn3)sc2c1,25
CCCCCCC(C)CCCC1C(=O)NC(=O)NC1=O (stereo not drawn),-16
Cc1cc(Br)ccc1S(=O)(=O)n1nnc2ccccc21,-8
CCSc1nnc(NC(=O)c2c(C)c(-c3ccc(C)cc3)nc3ccccc23)s1,3
COc1ccc(OC)c(C2NC(=O)NC(C)=C2C(=O)Nc2ccccc2C)c1 (stereo not drawn),-4
Cc1ccc(C(=O)O)cc1S(=O)(=O)N1CCC(C)CC1,-30
CC(C)(C)c1ccc(C(=O)N/C(=C/c2ccc(Br)cc2)C(=O)NN)cc1,-7
CC1CCCC(C)N1CC(O)COc1ccccc1C(C)(C)C (stereo not drawn),6
COc1ccccc1NC(=O)CSC(N)=O,-2
Cc1ccc2cccc(S(=O)(=O)c3ccc(C(F)(F)F)cc3[N+](=O)[O-])c2n1,-11
O=C(O)/C=C\C(=O)Nc1ccc(Nc2ccccc2)cc1,-6
COc1ccc(CCNc2cc(N3CCOCC3)ccc2[N+](=O)[O-])cc1OC,-3
CCc1cc(C)cc(OCCOc2ccc(/C=C3/SC(=S)N(C)C3=O)cc2)c1,-11
CN(C(=O)CN1C(=O)C(C)(C)Nc2ccccc21)c1ccccc1,13
COCCN1C(=O)C(=O)/C(=C(/O)c2ccccc2)C1c1ccc(Cl)cc1 (stereo not drawn),11
Cc1ccc(OCC(=O)O/N=C(\N)Cc2ccc([N+](=O)[O-])cc2)c(Br)c1,-7
N#C/C(=N\Nc1ccccc1)c1nc(-c2ccc(F)cc2)cs1,-11
CCNC(=O)C(=O)Nc1cc(Cl)ccc1C,-16
Cn1c(=O)c(C(=O)Nc2ncccn2)c(O)c2ccccc21,-7
COc1ccc(/C=C2\C=C(c3ccc(Br)cc3)OC2=O)c(C)c1,48
CCC1CCc2c(sc(NC(=O)CCC3CCCCC3)c2C(N)=O)C1 (stereo not drawn),-4
CCOC(=O)/C(C#N)=C\c1c(C)cc(C)c(COC)c1C,15
Brc1ccc(CN2CCNCC2)cc1,3
O=C(Nc1c(Cl)cccc1Cl)c1cc2c(ccc3ccccc32)oc1=O,-13
COc1ccccc1NC(=O)/C(=C\c1cccs1)NC(=O)c1ccccc1,-12
O=C1CC(N2CCN(c3ccccc3Cl)CC2)C(=O)N1c1ccc(Cl)cc1 (stereo not drawn),-39
COC(=O)C1=C(C(=O)OC)SC(=C2C(=S)C(C)(C)N(C(=O)c3ccc([N+](=O)[O-])cc3)c3cc(OC)ccc32)S1,6
CCCOC(=O)C1=C(C)NC2=C(C(=O)CC(c3ccc(OC)cc3)C2)C1c1cc(Br)c(O)c(OC)c1 (stereo not drawn),-30

# 6 compounds from above, arranged by count of non-hydrogen atoms, falling:
compound,VHR inh color
COC(=O)C1=C(C(=O)OC)SC(=C2C(=S)C(C)(C)N(C(=O)c3ccc([N+](=O)[O-])cc3)c3cc(OC)ccc32)S1,6
CCc1cc(C)cc(OCCOc2ccc(/C=C3/SC(=S)N(C)C3=O)cc2)c1,-11
O=C1CC(N2CCN(c3ccccc3Cl)CC2)C(=O)N1c1ccc(Cl)cc1 (stereo not drawn),-39
CC(C)(C)c1ccc(C(=O)N/C(=C/c2ccc(Br)cc2)C(=O)NN)cc1,-7
CCCCCCC(C)CCCC1C(=O)NC(=O)NC1=O (stereo not drawn),-16
COc1ccccc1NC(=O)CSC(N)=O,-2

# (cont.)
compound,VHR inh color
Cc1cccc(N2CCN(C(=O)c3ccc(Cl)cc3Cl)CC2)c1C,-9
COc1ccc(S(=O)(=O)N(Cc2ccccc2)c2ccccc2C(=O)N2CCOCC2)cc1,4
O=C(COc1ccc(Cl)cc1)NNC(=O)C1COc2ccccc2O1 (stereo not drawn),4
O=C(NCCNc1ccc([N+](=O)[O-])cc1)c1ccccc1F,-15
COc1ccc(OC)c(C2NC(=S)NC(C)=C2C(=O)Nc2ccc(Cl)cc2)c1 (stereo not drawn),-48
O=C(NCCCN1CCOCC1)c1cccc(Cl)c1,-10
CC(c1ccccc1)C1CC(=O)N(c2ccc([N+](=O)[O-])cc2)C1=O (stereo not drawn),-19
COc1ccc(Cl)cc1NC(=O)COc1c(C)cc(C)cc1C,-22
O=C(NCc1cccnc1)c1ccc(S(=O)(=O)N2CCCCC2)cc1,-34
CC1(C)CC(=O)C(C(C2=C(O)CC(C)(C)CC2=O)c2cccc(OCc3ccccc3)c2)C(=O)C1 (stereo not drawn),-10
COc1ccc(C2/C(=C(\O)c3ccccc3)C(=O)C(=O)N2Cc2cccnc2)c(OC)c1 (stereo not drawn),41
O=C(/C=C/c1ccc(NC(=O)c2cccs2)cc1)c1ccco1,25
Cc1cccc(NS(=O)(=O)c2cccc3cccnc23)c1,-2
Cn1c(=O)cc2c3c(c(Oc4ccccc4)ccc31)C(=O)c1ccccc1-2,-12
O=C(N/N=C\c1cc(Br)cc(I)c1O)c1ccc([N+](=O)[O-])cc1,-14
CCOc1ccc2sc(C=NCCc3ccccc3)c(O)c2c1,13
Cc1ccc(S(=O)(=O)NNC(=O)c2ccncc2)cc1[N+](=O)[O-],15
Cc1ccc(N2C(=O)C(Cl)=C(N3CCN(c4ccccc4)CC3)C2=O)c(C)c1,7
Cc1ccc(OCC(=O)Nc2cccc(Cl)c2Cl)c(Br)c1,-7
CC1(C)CC(=O)C2=C(C1)Nc1ccccc1NC2c1cccc(O)c1O (stereo not drawn),12
O=P(CCCO)(c1ccc(Cl)cc1)c1ccc(Cl)cc1,-11
O=C1/C(=C/c2cccs2)SC(=S)N1c1ccc(Br)cc1,-4
Cn1c(=O)c2c(nc(Oc3ccccc3)n2C)n(C)c1=O,-9
COc1ccc2ccccc2c1C=Nc1ccc([N+](=O)[O-])cc1,8
O=[N+]([O-])c1ccc(/C=N/Nc2ccccn2)o1,-9
COc1ccc(C2Nc3ccccc3NC3=C2C(=O)CC(c2ccccc2)C3)cc1Br (stereo not drawn),1
O=C(Nc1ccncc1)Nc1ccccn1,-16
O=c1c(-c2ccc(Cl)cc2Cl)coc2c(CN3CCCCCC3)c(O)ccc12,21
CC(NC(=O)COc1ccc(C=C2C(=O)NC(=O)NC2=O)cc1)c1ccccc1 (stereo not drawn),-18
O=C1OC(c2ccc(Br)cc2)=C/C1=C/c1ccc(-c2ccccc2[N+](=O)[O-])o1,3
CCC(=O)Nc1ccc(Cl)c(Cl)c1,8
COc1ccccc1N/N=C(/C#N)C(=N)N1CCOCC1,-18
COc1ccc(S(=O)(=O)N2CCOCC2)cc1Br,-1
CN(C)c1cccc(C(=O)N2CCc3ccccc3C2)c1,0
CCCn1c(NC(=O)c2ccc(Cl)cc2)nc2ccccc21,-1
CN(C)c1ccc(/C=C2\SC(=O)N(c3ccc(Cl)cc3)C2=O)cc1,-2
CCOc1ccc(C(=O)COC(=O)c2ccccc2[N+](=O)[O-])cc1,4
CC(C)CCNC(=O)C(=O)NCc1ccc(Cl)cc1,-12
COc1ccccc1OCCOc1cccc(/C=C2/SC(=S)N(C)C2=O)c1,-24
CCCOc1c(I)cc(I)cc1/C=C(/C#N)c1nc2ccc(C)cc2[nH]1,-14
COc1ccc(OC)c(N(CC(=O)N2CCCC2)S(C)(=O)=O)c1,-3
Cc1ccccc1OCC(=O)NNC(=O)C(F)(F)F,-31
FC(F)(F)c1ccccc1C=NN1CCN(c2ccc(Cl)cc2)CC1,11
O=S(=O)(Nc1cc(Br)c(O)c2ccccc12)c1cc(Cl)ccc1Cl,43
CC(=O)Nc1ccc(NC2=C(Cl)C(=O)c3c(Cl)c(Cl)c(Cl)c(Cl)c32)cc1,6
C(#CC12CC3CC(CC(C3)C1)C2)CN1CCOCC1,10
O=C(c1ccc2c(c1)OCCO2)C1CCCCC1,-9

# Fetched by compound from the list above (two):
compound,VHR inh color
CCCC(=O)Nc1ccc2nn(-c3ccc(OCC)cc3)nc2c1,-2
CCCOc1c(I)cc(I)cc1/C=C(/C#N)c1nc2ccc(C)cc2[nH]1,-14

# Some of the compounds tested (hit frequency here may not be typical).
